Screening results: PubChem, National Center for Advancing Translational Sciences (NCATS)
IL2 activator: IL-2 activation; IL-2 activation reporter assay, cell-based qHTS; stimulated with anti-CD3/CD4/CD28 beads; in transgenic mouse T cells; activation, % (series mostly up to about 46 µM); 360,000 compounds, 0.065% hits; AID 652025; in the data active = activation above about 50%; inconclusive = mostly about 30% to 49%; note: 0% is about no effect
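Readout is EGFP and DsRed signal by fluorescent plate cytometry after 18 h at 37 degrees C. Transgenic mouse T cells (750/well) received compound for 60 min before bead stimulation (anti-CD3, anti-CD4, anti-CD28); memory T cells served as non-tolerant control.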
PLK1 PBD block: PLK1 (human) polo-box domain binding inhibition. P53350. Plk1 PBD binding of FITC phosphopeptide, fluorescence polarization. Potency, µM, for the others: max response, negative = inhibition, actives largely listed as inhibitors. 360,000 compounds, 2.8% hits. AID 720504; note: potency is the fitted concentration of half-maximal effect; series mostly up to about 57 µM; % is set by controls: 0 for no effect and ±100 for the full control effect; nearly all actives have a fitted effect of over 65% in size
Target sequence (P53350 whole entry, looked up, the tested form may be a part): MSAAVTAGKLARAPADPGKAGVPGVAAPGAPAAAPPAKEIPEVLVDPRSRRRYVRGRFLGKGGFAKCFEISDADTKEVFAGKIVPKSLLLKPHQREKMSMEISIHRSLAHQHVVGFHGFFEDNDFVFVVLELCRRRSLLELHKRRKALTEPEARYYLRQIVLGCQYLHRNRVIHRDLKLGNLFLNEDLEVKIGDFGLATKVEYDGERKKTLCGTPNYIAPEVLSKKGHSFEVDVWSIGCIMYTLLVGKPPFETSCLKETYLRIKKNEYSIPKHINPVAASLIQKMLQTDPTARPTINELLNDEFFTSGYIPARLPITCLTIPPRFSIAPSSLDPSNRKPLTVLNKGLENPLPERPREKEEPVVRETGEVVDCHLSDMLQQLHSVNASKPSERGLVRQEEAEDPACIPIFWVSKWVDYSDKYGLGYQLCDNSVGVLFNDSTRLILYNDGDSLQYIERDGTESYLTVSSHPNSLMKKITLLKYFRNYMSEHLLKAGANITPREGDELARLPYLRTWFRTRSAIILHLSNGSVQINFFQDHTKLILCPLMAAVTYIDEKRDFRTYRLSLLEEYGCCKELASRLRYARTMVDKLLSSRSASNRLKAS
PI5P4K alpha inh: blocks human PI5P4K alpha kinase activity; PI5P4Kalpha enzyme, ADP-Glo luminescence, 60 min; stronger effect = lower value; max response, %; 330,000 compounds, 1.2% hits; active = max response of -50% or lower; inconclusive = between -30% and -50%; inactive = -30% or higher; note: value at the top dose of about 77 µM; % is set by controls: 0 for no effect and ±100 for the full control effect
Target sequence (P48426 whole entry, looked up): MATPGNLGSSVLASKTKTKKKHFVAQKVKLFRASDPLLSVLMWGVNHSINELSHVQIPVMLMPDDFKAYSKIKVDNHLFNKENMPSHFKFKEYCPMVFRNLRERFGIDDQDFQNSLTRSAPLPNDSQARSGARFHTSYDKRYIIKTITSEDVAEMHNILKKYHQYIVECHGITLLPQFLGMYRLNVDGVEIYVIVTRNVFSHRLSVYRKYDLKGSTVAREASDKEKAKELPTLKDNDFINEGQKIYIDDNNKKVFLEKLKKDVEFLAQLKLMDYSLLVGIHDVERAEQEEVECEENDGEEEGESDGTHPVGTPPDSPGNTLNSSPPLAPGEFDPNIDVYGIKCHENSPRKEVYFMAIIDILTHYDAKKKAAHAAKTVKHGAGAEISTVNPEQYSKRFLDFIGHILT
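Controls without substrate or without enzyme flank wells where PI5P4Kalpha converts substrate using 5 microM ATP (final). Incubation lasts 60 minutes at room temperature; ADP formed is read by ADP-Glo luminescence.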
EPAC1 agonist: activates human EPAC1 exchange factor; O95398; EPAC1 agonist qHTS, biochemical assay; response scale: 100% = response to 6.5 mM cAMP; Potency, µM (titrated, usually from 154 µM), without a hit: at the top dose activation, hits mostly activators; 360,000 compounds, 0.073% hits; AID 720707; note: potency is the fitted concentration of half-maximal effect; nearly all actives have a fitted effect of over 60% in size
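Normalized to 6.5 mM cAMP, activity reflects EPAC1-catalysed release of BODIPY-GDP from Rap1B, followed kinetically over 30 min at 480 nm excitation, 540 nm emission. Reaction contained 100 nM EPAC1, 250 nM Rap1B-BODIPY-GDP, 50 uM GDP.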
GLP1R inv ag: GLP-1 receptor (human) inverse agonism; P43220; HEK293 GLP-1R CRE-luciferase, luminescence, 24 h; GLP-1R form is constitutively active; Potency, µM (series often up to 38.3 µM), for the others: at the highest dose activity change, negative = inhibition, actives largely listed as inhibitors; 410,000 compounds, 1.6% hits; AID 624417; note: potency is the fitted concentration of half-maximal effect; % is set by controls: 0 for no effect and ±100 for the full control effect; nearly all actives have a fitted effect of over 55% in size
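Using stably transfected HEK293 (constitutively active GLP-1R, cAMP-luciferase reporter), compounds were incubated 24 hr and luciferase measured by luminescence.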
GLP1R ag: activates the human GLP-1 receptor | P43220 | HEK293 GLP-1R CRE-luciferase, luminescence, 4-6 h; cells express a hypersensitive GLP-1R form | Potency, µM (doses to about 45.6 µM), without a hit: top-dose activation, usual class: activators | 380,000 compounds, 0.007% hits | AID 624172; note: potency is the fitted concentration of half-maximal effect; % of control where 0% means no effect
GLP1R cytotox: cytotoxic in the GLP-1 receptor inverse agonist counter-screen | HEK293 cAMP-luciferase reporter cells, luminescence, 24 h | 410,000 compounds, 0.13% hits | Potency, µM (top dose mostly 38.3 µM), for the others: at the top dose activity change, negative = inhibition, actives largely listed as inhibitors;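 note: loss of luciferase light is scored as toxicity; potency is the fitted concentration of half-maximal effect; % is set by controls: 0 for no effect and ±100 for the full control effect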
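Luminescence readout: signal drop marks cytotoxicity. Plated cells grew 12 h at 37 °C, 5% CO2, received 23 nL compound for 24 h, then got luciferase reagent, read after 12 min at RT.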
EPAC1 antagonist: blocks human EPAC1 exchange factor. EPAC1 GEF assay, Rap1b-BODIPY-GDP exchange fluorescence. 360,000 compounds, 0.14% hits. O95398. Potency, µM (highest dose often 115 µM), for inactives: top-dose activity change, negative = inhibition, hits mostly inhibitors. AID 720709;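 note: potency is the fitted concentration of half-maximal effect; plate controls were vehicle for no effect and positive control for full effect; nearly all actives have a fitted effect of over 50% in size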
PTHR1 agonist: PTHR1 (human) receptor agonism | HEK293 GP2 PTHR1 cells, GloSensor cAMP luminescence, 1 h | Potency, µM (doses to about 115 µM), for the others: at the top dose activation, usual class: activators | 410,000 compounds, 0.075% hits | AID 743266; note: potency is the fitted concentration of half-maximal effect; nearly all actives have a fitted effect of over 55% in size; some results filed as inactive show a strong effect at the top dose; inactives centre near -15; many of its hits are not listed in these tables
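HEK-293-derived GP2 cells expressing PTHR1 and a GloSensor cAMP reporter, 3,000/well, plated overnight, given luciferin plus IBMX (each 0.5 mM as added) for 1 h at 37 °C, then compound for 1 h at 37 °C. Luminescence was read after 15 min at room temperature.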
An asterisk follows results filed as active; i = inactive; ? = inconclusive; nt = not tested or not shown; [ ] = dose if it differs, or a comment. Unless noted, calls come from the whole dose curve; as a rule, active = well fitted curve in the direction sought with a large enough effect; inconclusive = small, poorly fitted or top-dose-only effect, or another doubt; inactive = no such curve, though single readings can be large; an effect the other way counts as inactive or inconclusive. The list is partial. The share of hits here may be higher or lower than overall.

Each structure is followed by: EPAC1 agonist	GLP1R inv ag	PLK1 PBD block	IL2 activator	GLP1R ag	GLP1R cytotox	PTHR1 agonist	PI5P4K alpha inh	EPAC1 antagonist
[1] COc1ccc(/C=C/CN2CCN(Cc3ccc(C)cc3)C(CCO)C2)cc1 (stereo not given)
  7%	-10%	-13%	1.0	10%	13%	-9%	4	-11%
[2] COc1ccccc1-c1cnc2c(Nc3cccc(OC(F)(F)C(F)F)c3)nccn12
  -12%	?	1%	1.2	0%	-5%	-42%[inhibitor]	3	-9%
[3] CN(C)CCn1c(NC(=O)c2ccc(Cl)cc2)nc2ccccc21
  -3%	10%	0%	-3.2	3%	-19%	-5%[57.5 µM]	nt	12%
[4] CC1=Nc2ccccc2/C1=C/c1c(C)[nH]c2ccccc12
  -4%	?	3%	-0.1	-2%	?	i	?	12%
[5] CSc1nnc([C@H](Cc2c[nH]c3ccccc23)NC(=O)OC(C)(C)C)o1
  -13%	?	-12%	4.1	4%	-6%	-25%	9	-11%
[6] Cn1c(=O)c2c(-c3ccccc3)n(-c3ccc(N)cc3)cc2n(C)c1=O
  6%	9%	?	0.7	7%	-22%	-14%	-24	?
[7] Cc1cc(C)nc(SCCC(=O)N(C)C)n1
  -11%	9%	?	-1.1	-3%	0%	-9%[57.5 µM]	-2	-18%
[8] CCn1c(=N)n(CC(O)c2ccccc2)c2ccccc21 (stereo not given)
  3%	-18%	-4%	-0.4	-10%	1%	-12%[57.5 µM]	2	18%
[9] COc1ccc(NC(=O)Cn2c3ccccc3c3nc4n(c(=O)c32)CCS4)cc1
  -9%	-1%	2%	2.1	5%	-1%	i	4	-11%
[10] CC(OC(=O)C1CC=CCC1C(N)=O)C(Cl)=C(Cl)Cl (stereo not given)
  11%	1%	-5%	2.7	-5%	-3%	i	nt	0%
[11] CC(C)Cc1nnc(NC(=O)c2cc(S(=O)(=O)N(C)C)ccc2N2CCCC2)s1
  1%	-6%	-11%	-1.4	-1%	13%	-10%	-6	3%
[12] O=C(NC1CCSC1)c1cccc(Cl)c1 (stereo not given)
  0%	15%	-2%	-0.4	2%	9%	-1%	4	-24%
[13] COc1ccc(CN2C(=O)C(CC(=O)NCCN3CCOCC3)CC(C(=O)N(C(C)C)C(C)C)=C2C)cc1 (stereo not given)
  -10%	14%	5%	1.4	-2%	0%	-21%	4	3%
[14] O=C(CCC(=O)Nc1ccc(Br)cc1)N/N=C/c1ccc(O)cc1
  1%	?	-22%	1.2	3%	-5%	i	0	-10%
[15] COc1ccc(S(=O)(=O)c2nnn(-c3ccc(C)c(Cl)c3)c2C)cc1
  nt	?	nt	nt	2%	-8%	-51%[inhibitor]	nt	nt
[16] CCOC(=O)C1CCCN(C(=O)c2sc3nc(-c4ccc(OC)cc4)cn3c2C)C1 (stereo not given)
  -3%	0%	-2%	-0.9	6%	1%	i	-17	9%
[17] CCOc1ccccc1C1CC(=O)NC(SCC(=O)Nc2nccs2)=C1C#N (stereo not given)
  0%	-18%	-6%	2.8	-1%	8%	0%	12	-9%
[18] Cc1cccc(NC(=O)c2cc(S(=O)(=O)c3ccccc3)ccc2Cl)c1
  2%	8.9µM*	-2%	-0.9	-20%	-10%	-16%[57.5 µM]	11	-10%
[19] COc1ccc(N(CC(=O)NCCc2ccccc2)C(=O)CCC(=O)Nc2nccs2)cc1
  2%	1%	-6%	-0.2	20%	-4%	-3%	-4	?
[20] Cc1ccc(-c2nnc(SCC(=O)Nc3ccc4c(c3)OCCO4)n2N)cc1
  -7%	?	-6%	-3.4	-18%	-4%	-11%	-8	9%
[21] CCC(=O)N1CCC1(C)C(=O)Nc1cccc(OC)c1OC (stereo not given)
  5%	18%	-11%	1.2	1%	-11%	-9%	-1	-28%
[22] O=C(Nc1ccncc1)c1c(Cl)cccc1Cl
  3%	?	6%	-0.3	-5%	?	-8%	-6	21%
[23] N#Cc1c(C(F)(F)F)cc(-c2ccccc2)nc1SCc1nc(N)nc(N2CCOCC2)n1
  ?	33%[activator]	18%	8.4	0%	101%[activator]	-21%	-6	-16%
[24] O=C(CN(CCO)c1ccccc1)NC12CC3CC(CC(C3)C1)C2
  -4%	-15%	0%	-1.9	2%	5%	i	-2	5%
[25] O=C(CSc1ccc2nnc(CCNC(=O)c3ccccc3)n2n1)Nc1ccc(F)cc1F
  -1%	4%	3%	0.4	-3%	-6%	-7%	2	5%
[26] Cc1ccccc1NC(=O)CSc1nnc(Cc2cccn2C)n1-c1ccc(F)cc1
  8%	-20%	-12%	-1.6	0%	-22%	-25%	-2	-2%
[27] C=CCN(c1ccc(C(=O)Nc2ccc(C)c(C)c2)cc1)S(C)(=O)=O
  -3%	?	-5%	0.1	17%	-20%	-40%[inhibitor]	-1	-4%
[28] S=C(NCC(c1ccco1)N1CCCC1)Nc1ccccc1 (stereo not given)
  -2%	-7%	-19%	-1.0	10%	0%	i	-4	15%
[29] Cc1ccc(-c2cc(-c3ccccc3Cl)[nH]n2)c(O)c1
  ?	?	1%	-3.3	-4%	-2%	i	nt	0%
[30] Cc1cc(Nc2ccc3ccccc3c2)n2ncnc2n1
  3%	0%	-3%	-0.7	4%	7%	?	nt	-2%
[31] [O-]c1c[n+](-c2ccccc2)no1
  -1%	14%	0%	0.9	4%	-8%	i	-2	-4%
[32] Cc1cc(C)c(C(=O)Nc2ccc(S(=O)(=O)Nc3onc(C)c3C)cc2)c(C)c1
  -7%	-5%	-4%	1.4	7%	-20%	-21%	-1	-17%
[33] CCN(CC)C(=O)c1cncc(C(=O)N(CC)CC)c1-c1ccccc1
  0%	-1%	4%	1.1	-11%	5%	i	0	9%
[34] O=C(O)c1cc(Cl)c2c(c1)[C@@H]1C=CC[C@@H]1[C@H](c1ccc(S(=O)(=O)N3CCOCC3)cc1)N2
  0%	21%	27µM*	-0.2	16%	3%	i	-53*	?
[35] COc1ccccc1C(=O)Nc1c(C(=O)Nc2ccc(C)cc2)oc2ccccc12
  nt	-2%	nt	nt	0%	4%	-4%	nt	nt
[36] CCOCc1c(C(=O)Nc2ccc(OC)nc2)oc2ccccc12
  10%	-26%	-10%	1.0	13%	17%	i	0	0%
[37] O=C(Nc1ccc(Br)cc1)c1ccc(F)c(S(=O)(=O)N2CCN(c3ccccn3)CC2)c1
  -5%	-8%	31%[activator]	-4.1	19%	-23%	-34%[inhibitor]	-6	4%
[38] COCCNC(=O)C1CCC(CNS(=O)(=O)c2ccc3c(c2)CC(C)N3C(=O)C2CC2)CC1 (stereo not given)
  -5%	50%[activator]	-3%	-3.0	13%	0%	-20%	1	-3%
[39] Nc1nnc(CC(=O)N/N=C/c2cc([N+](=O)[O-])cc(Br)c2O)s1
  -8%	0%	?	-5.8	-3%	-4%	-3%	?	50µM*
[40] CCn1cc(C(=O)Nc2ccc(C)cc2[N+](=O)[O-])c(C)n1
  7%	29%	-5%	0.9	12%	-7%	i	0	2%
[41] COc1cc(C(=O)Nc2cc(Cl)ccc2C)c(-n2cnnn2)cc1OC
  -1%	96%[activator]	1%	-0.8	-1%	15%	-12%[57.5 µM]	nt	7%
[42] COC(=O)[C@@]1(Sc2ccc(OC)cc2)CC(=O)N[C@@H]1c1ccccc1
  -14%	-8%	-17%	0.0	0%	0%	0%	-1	0%
[43] O=C(CNCC1CCCO1)Nc1ccccc1-n1cccc1 (stereo not given)
  -3%	2%	-17%	-1.5	-3%	-16%	i	nt	22%
[44] Cc1cc(C)n(C(=O)CCCCCCCC(=O)n2nc(C)cc2C)n1
  -2%	7%	4%	0.1	-1%	-29%	i	nt	14%
[45] O=C(c1cccs1)N(Cc1cccc(Cl)c1)C1CCS(=O)(=O)C1 (stereo not given)
  0%	0%	1%	-2.9	-5%	-14%	-18%[57.5 µM]	nt	6%
[46] CCOc1ccc(NC(=O)c2oc3ccccc3c2NC(=O)C(C)(C)C)cc1
  nt	?	nt	nt	0%	0%	-25%	nt	nt
[47] CCc1[nH]nc(C(=O)NC2CCCN(Cc3ccccc3F)C2)c1C (stereo not given)
  -8%	?	-11%	-2.6	3%	-14%	i	-4	6%
[48] CCC(=O)N1CCN(c2nc(C)nc3sc(C)c(C)c23)CC1
  0%	4%	-12%	-1.4	3%	-23%	-16%	nt	6%
[49] N#Cc1nc(Cc2cccc3ccccc23)oc1NCC1CCCO1 (stereo not given)
  12%	0%	-10%	-3.4	17%	-27%	-14%	nt	14%
[50] O=C(Nc1ccc(Oc2ccc(Cl)cc2)cc1)c1ncn[nH]1
  2%	-24%	-5%	-1.1	-8%	4%	-19%	-3	5%
[51] Cc1ccc(C(=O)NNC(=O)c2cccc(Br)c2)cc1
  1%	6%	-11%	0.2	5%	2%	-17%	-3	-20%
[52] Cc1ccc2[nH]c(=O)c(CN(CC3CCCO3)S(=O)(=O)c3cccc4nsnc34)cc2c1 (stereo not given)
  -3%	-30%	-2%	-2.1	-4%	-24%	-7%	nt	4%
[53] CC1=C(C/C=C(\C)CCC[C@H](C)CCC[C@H](C)CCCC(C)C)C(=O)c2ccccc2C1=O
  -30%[inhibitor]	-11%	-10%	0.0	-8%	0%	-5%	26	-6%
[54] COc1ccc(CCNC(=O)CCc2c(C)nc3nc(C)nn3c2C)cc1OC
  nt	7%	nt	nt	0%	3%	-95%[inhibitor]	nt	nt
[55] CCC(CO)Oc1cc(NC(=O)c2cccc([N+](=O)[O-])c2)c2ncn(C(C)C)c2c1 (stereo not given)
  -2%	64%[activator]	0%	-2.4	18%	1%	-47%[inhibitor]	-5	5%
[56] O=C(NC1=NCCS1)C1Cc2ccccc2CN1C(=O)c1ccccc1 (stereo not given)
  5%	17%	-24%	-0.3	1%	11%	i	-9	3%
[57] COCc1nnc(NC(=O)c2cc(OC)c(OC)cc2[N+](=O)[O-])s1
  13%	0%	30µM*	0.5	-2%	-3%	-16%	-9	11%
